# SIAH1 antagonists: Siah-1 peptide-binding antagonists, primary screen, biochemical, fluorescence polarization, rhodamine-plectin, uHTS (AID 1817); Siah-1 / rhodamine-plectin peptide fluorescence polarization; higher % means a stronger effect; 290,000 tested, 0.02% active; one-dose displacement, % at 20 µM; IC50 in µM for titrated hits;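 active = displacement of at least 50% at 20 µM, with a fluorescence ratio check between 0.3 and a set limit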;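 also: plate controls were Siah plus tracer with DMSO for no effect and tracer alone without Siah for full effect; strong numbers were not always called active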
# TNAP activation fold: human TNAP enzyme activators, primary screen, biochemical, luminescent, no phosphate acceptor, uHTS (AID 1001). purified TNAP, luminescent activation assay, no phosphate acceptor; higher activation fold means a stronger effect. one-dose activation fold at 20 µM; EC50 in µM for titrated hits. 200,000 tested, 0.03% active; in the data active = activation fold from about 3, or a potency from the dose series; inactive = the rest, 99 in 100 with activation fold below about 1.6; also: many of its hits are not listed in these tables
# P. falciparum M1AAP: P. falciparum M1AAP inhibitors, biochemical, fluorogenic H-Leu-NHMec substrate, 1536-well (AID 1445). recombinant M1AAP, H-Leu-NHMec fluorogenic kinetic assay; higher % means a stronger effect. one-dose inhibition, % at 30 µM; IC50 in µM for titrated hits. 220,000 tested, 0.42% active;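 active = primary inhibition above the hit cutoff, then over 50% inhibition at one or more dose response concentrations, cut at about 23% in these data, passing the limit was not always enough; inconclusive = conflicting primary data, or primary hits not chosen for dose response; inactive = low primary inhibition, or under 50% at every dose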;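 also: plate controls were DMSO full reaction for no effect and no enzyme background for full effect; strong numbers were not always called active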
# P. falciparum M17LAP: P. falciparum M17LAP inhibitors, primary screen, biochemical, fluorogenic H-Leu-NHMec substrate, 1536-well (AID 1619); recombinant M17LAP, H-Leu-NHMec fluorogenic kinetic assay; higher % means a stronger effect; 220,000 tested, 0.38% active; inhibition, % at 30 µM; hits with a dose series show IC50 in µM;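 active = compound inhibiting the enzyme by more than half at any dose during confirmatory dose-response retesting; inconclusive = strong single-dose inhibitors picked by rank but not retested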;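 also: plate controls were full reaction with DMSO carrier for no effect and no enzyme background for full effect; strong numbers were not always called active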
# XIAP displacement: XIAP antagonists, biochemical, IAP family, fluorescence polarization (AID 1018); XIAP BIR domain, fluorescence polarization peptide displacement; higher % means a stronger effect; displacement, % at 20 µM; hits with a dose series show IC50 in µM; 200,000 tested, 0.007% active; in the data active = displacement above about 50%; also: a part of the inactive calls stands beside numbers as strong as those of hits
# Lipid droplet: modulators of hepatic lipid droplet formation | AML12 mouse hepatocytes, oleate lipid droplets, BODIPY imaging | inhibition, % at 6.5 µM | 240,000 tested, 0.4% active | AID 1656;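 active = lipid droplet intensity inhibited by at least 50%, with more than 500 cells counted; inconclusive = wells with under 300 cells, treated as cytotoxic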
#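 Test system: AML12 hepatocytes (mouse); reagent: oleate loading, 100 µM; dosing: one dose, 6.5 µM compound; incubation: overnight exposure; signal: fluorescence imaging, 20x objective, two fields per well; read-out basis: % inhibition of corrected integrated BODIPY droplet signal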
# PMI inhibitors: MPI enzyme activity inhibition – biochemical, fluorescence intensity, coupled assay, primary screen (AID 1209). 190,000 tested, 0.42% active. one-dose inhibition, % at 20 µM; IC50 in µM for titrated hits. purified PMI enzyme, coupled fluorescence intensity; higher % means a stronger effect;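 also: plate controls were DMSO vehicle for no effect and wells lacking substrate for full effect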
# UTI89 phage lysis: inhibition of K1F phage lysis, E. coli UTI89, bacterial capsule biogenesis inhibitors, alamar blue (AID 488966). E. coli UTI89 K1F phage lysis, alamar blue, 2 h; higher % means a stronger effect. inhibition, % at 100 µM; hits with a dose series show IC50 in µM. 340,000 tested, 0.02% active;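 active = phage lysis inhibition, versus mean bacterial control, above a set limit; inconclusive = no clear call, values can overlap the other calls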;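 also: capsule biogenesis inhibitors block K1F phage lysis so surviving cells raise fluorescence; higher fluorescence means more inhibition of phage lysis; actives were called in the ten point dose series up to 300 µM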
# human PMI inhibitors: MPI inhibition at elevated mannose 6-phosphate – biochemical, fluorescence intensity, high mannose 6-phosphate, primary screen (AID 1220); 190,000 tested, 0.66% active; inhibition, % at 20 µM, or IC50 in µM where a hit was titrated; recombinant PMI enzyme, coupled fluorescence intensity; higher % means a stronger effect
# Lipid droplet cells 6.5 µM: second read-out of Lipid droplet, no call of its own (marks repeat the call); cell count; measured here: cell count, cytotoxicity flag;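 cells counted across two imaged fields per well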
# * = called active by the depositor; ? = inconclusive; . = no result given; [ ] = another dose, or the depositor's remark. Rule as the data show it, unless noted: active = inhibition above about 50%; inactive = the rest.
SMILES	SIAH1 antagonists	TNAP activation fold	P. falciparum M1AAP	P. falciparum M17LAP	XIAP displacement	Lipid droplet	Lipid droplet cells 6.5 µM	PMI inhibitors	UTI89 phage lysis	human PMI inhibitors
Cc1cc(Br)ccc1NC(=O)C1CCCO1 (stereo not given)	-7%	1.2	17%	-4%	-4.1%	14	635	6%	-0.3%	5%
Cc1ccccc1/C=N/Nc1ccc(Cl)nn1	12%	1.1	4%	1%	-2.3%	5	690	-41%	-0.5%	-37%
CC1CCCC/C1=N\Nc1ccc(S(N)(=O)=O)cc1[N+](=O)[O-] (stereo not given)	8%	0.9	10%	8%	-0.8%	8	573	14%	0.3%	10%
CC(NC(=O)c1ccc(Cl)c(Cl)c1)c1ccc(-c2ccccc2)cc1 (stereo not given)	5%	.	4%	-1%	.	34	407	.	0.2%	.
CCN1C(=O)S/C(=C/c2ccc(Oc3ccc([N+](=O)[O-])cn3)c(OC)c2)C1=O	-6%	1.1	-4%	1%	-0.7%	3	651	10%	-0.1%	16%
O=C(c1cc(-c2ccccc2O)on1)N1CCc2ccccc2C1	0%	1.1	2%	-6%	-0.4%	.	.	13%	4.8%	14%
CCCOC(=O)c1cc(NC(=O)/C=C/c2ccccc2)ccc1O	-4%	1	1%	10%	-3.7%	-2	701	20%	.	15%
Cc1cc2nc(-c3ccccn3)c(-c3ccccn3)nc2cc1C	7%	.	10%	25%	.	11	782	.	0.1%	.
Cc1ccc(NC(=O)CSc2n[nH]c(N)n2)cc1S(=O)(=O)N1CCOCC1	-1%	.	6%	0%	.	2	783	.	-0.2%	.
CCN1C(=O)S/C(=C/c2ccc(Sc3nc4ccccc4[nH]3)o2)C1=O	30%	1.2	8%	1%	-11%	-9	621	56%*	4.2%	19%
COc1ccc(NCc2nnc(SCc3ccc(Cl)cc3)n2-c2ccccc2)cc1	-5%	1	5%	-17%	-7.2%	-27	422	21%	-1.8%	39%
O=C(CSc1nc2c(c(=O)[nH]1)CCC2)Nc1cccc(Cl)c1	-1%	1.1	2%	22%	0.2%	.	.	9%	-0.3%	-2%
Fc1ccc(/C=N/NC(=S)Nc2ccc(Cl)cc2)cc1F	0%	1.2	7%	8%	-5.5%	-4	651	11%	0.1%	-2%
CCCNC(=O)c1ccc2c(=O)n3c(-c4ccc(C)cc4)csc3nc2c1	1%	.	10%	2%	.	-7	725	.	4.4%	.
CC(=O)n1c2c(c3ccccc31)OC(N)=C(C#N)C2c1ccc(C(C)C)cc1 (stereo not given)	1%	1	8%	0%	-13%	.	.	21%	2.2%	36%
O=C(Cn1cnc([N+](=O)[O-])n1)N/N=C/c1ccc2ccccc2c1	4%	1	10%	4%	-3.7%	16	697	20%	0.6%	12%
CC(C)(C)NC(=O)c1ccccc1-c1nc(-c2ccccc2Cl)no1	4%	1.1	6%	2%	-4.8%	.	.	10%	1.1%	15%
CC(=O)Nc1ccccc1-c1nc2ccc(C(=O)N3CCN(c4cc(C)ccc4C)CC3)cc2[nH]c1=O	0%	1	5%	3%	-16%	.	.	11%	-0.4%	19%
CC12CN3CC(C)(CN(C1)C3c1ccc3c(c1)OCO3)C2 (stereo not given)	1%	1.1	0%	0%	-1.9%	1	727	-10%	0.1%	-8%
CCOC(=O)C1CCN(c2c(N3CCCCCC3)c(=O)c2=O)CC1	-3%	1.1	-1%	20%	-4.3%	16	631	12%	0.7%	11%
CCOC(=O)c1sc2ncn(CC(=O)N(CC)CC)c(=O)c2c1C	-2%	1	2%	1%	-3.6%	.	.	1%	5.5%	6%
O=c1c2ccccc2n(CC(O)CN2CCCCC2)c2ccccc12 (stereo not given)	15%	.	6%	-232%	.	2	750	.	.	.
CCCC(=O)Nc1cc(OC)c(OC)cc1C(=O)O	4%	1.1	10%	0%	-15%	-11	751	7%	-1.2%	-2%
Cc1ccc2cc(C)c3nnc(SCC(=O)Nc4nc5c(s4)CCCC5)n3c2c1	3%	1.2	1%	0%	0.5%	.	.	0%	.	-5%
Cc1ccc(-n2c(C)cc(C(=O)COC(=O)c3c(C)noc3C)c2C)cc1	-1%	1.1	-2%	0%	-1.0%	.	.	10%	2.0%	-2%
CN(Cc1ccccc1)c1cc(Cl)nc(N)n1	-2%	1	1%	-6%	-4.3%	3	699	-1%	2.3%	8%
CCCCOc1ccc(C(=O)OC2CC(C)N(C)CC2C)cc1 (stereo not given)	5%	1.1	0%	7%	2.1%	-34	709	11%	12%	11%
CSc1c[n+]2c(n1C)CCC2	-2%	1.1	?	0%	-2.0%	.	.	7%	0.3%	17%
CC1CCN(S(=O)(=O)N2CCC(C(=O)NCc3ccc4c(c3)OCO4)CC2)CC1	0%	1.1	21%	-2%	-2.3%	18	820	5%	0.2%	6%
Cc1onc(-c2ccccc2)c1C(=O)NNC(=S)NC(=O)/C=C/c1cccs1	-5%	1.4	10%	11%	-20%	10	685	8%	0.4%	-9%
CS(=O)(=O)N1CCc2cc(S(=O)(=O)N3CCN(Cc4ccc5c(c4)OCO5)CC3)ccc21	-1%	1	7%	6%	-4.3%	2	721	7%	0.3%	3%
CC(C)(C)C(=O)Cn1c(=N)n(Cc2ccccc2Cl)c2ccccc21	2%	1.1	0%	6%	-3.5%	18	791	-4%	0.3%	-5%
CCOC(=O)c1cc2c(n(-c3ccc(Cl)cc3)c1=O)CCCC2=O	0%	1	-4%	-5%	-6.2%	-1	722	-16%	1.2%	-2%
O=C(Nc1ncnc2sc3c(c12)CCCC3)c1ccncc1	1%	1	5%	-9%	-5.1%	13	681	3%	0.0%	11%
CCN1CCN(c2cc(=O)n(Cc3ccc(F)cc3)c(=O)[nH]2)CC1	-8%	1.1	8%	6%	1.2%	40	760	10%	-0.2%	19%
CCCc1nc2sc3c(=O)n(N)cnc3c2c2c1CCCC2	-2%	1	0%	-10%	-1.7%	5	591	10%	0.2%	24%
CC(C)COP(=O)(c1ccc(N(C)C)cc1)C(O)c1cccnc1 (stereo not given)	1%	.	1%	-2%	.	-8	694	.	-1.3%	.
CP(C)(=O)CCP(=O)(c1ccccc1)c1ccccc1	4%	1.1	2%	-12%	-2.0%	1	676	5%	3.8%	-6%
COc1cccc(NC(=O)C(=O)N2CCOCC2)c1	4%	1	-3%	7%	-6.9%	12	752	-9%	3.1%	-11%
O=C(CSc1ncnc2ccccc12)NCc1ccco1	4%	1.1	5%	5%	-0.7%	5	671	-9%	0.1%	-10%
C[C@H](NC(=O)c1ccccc1Cl)C(=O)OCCOc1cccc(Cl)c1	2%	1.1	13%	-19%	-4.9%	-6	681	7%	-0.7%	9%
CC(=O)N1CCN(c2ccc(S(=O)(=O)NCCN(C(C)C)C(C)C)cc2[N+](=O)[O-])CC1	-5%	1.1	10%	24%	-7.1%	4	612	-2%	1.2%	-4%
COc1cccc(C(=O)OCC(=O)Nc2cc(C)c(C)cc2[N+](=O)[O-])c1	1%	1	-3%	-2%	-3.7%	1	721	-13%	0.1%	-9%
CNc1ccc([N+](=O)[O-])cc1-c1nc2ccccc2[nH]c1=O	0%	.	5%	0%	.	-22	719	.	0.1%	.
CCOC(=O)c1ccccc1NC(=O)CSc1nccn1C	7%	1.1	-7%	0%	-4.6%	-7	765	11%	-0.4%	10%
O=C(O)c1ccc2c(=O)n3c(nc2c1)/C(=C/c1cccc(Cl)c1Cl)CCCC3	7%	1.2	6%	8%	-6.1%	-19	693	-11%	-1.7%[50 µM]	-14%
COc1ccc2c(=O)c(-c3ccccc3)coc2c1	3%	1.1	6%	-1%	-2.5%	11	702	52%*	0.1%	49%
Cc1onc(-c2c(Cl)cccc2Cl)c1C(=O)N1CCc2ccccc21	0%	1	-3%	3%	-7.6%	-31	673	20%	3.1%	22%
NC(=O)C1(c2ccccc2)CCC(=O)N1c1ccccc1 (stereo not given)	8%	.	-3%	-8%	.	-7	586	.	-2.6%	.
c1ccc(-c2cnc(-c3cccnc3)o2)cc1	16%	1.1	11%	-26%	-4.2%	.	.	-4%	0.5%	-7%

# Retrieved by structure from the entries so far, two records:
SMILES	SIAH1 antagonists	TNAP activation fold	P. falciparum M1AAP	P. falciparum M17LAP	XIAP displacement	Lipid droplet	Lipid droplet cells 6.5 µM	PMI inhibitors	UTI89 phage lysis	human PMI inhibitors
CSc1c[n+]2c(n1C)CCC2	-2%	1.1	?	0%	-2.0%	.	.	7%	0.3%	17%
CCOC(=O)c1cc2c(n(-c3ccc(Cl)cc3)c1=O)CCCC2=O	0%	1	-4%	-5%	-6.2%	-1	722	-16%	1.2%	-2%

# The listing continues:
SMILES	SIAH1 antagonists	TNAP activation fold	P. falciparum M1AAP	P. falciparum M17LAP	XIAP displacement	Lipid droplet	Lipid droplet cells 6.5 µM	PMI inhibitors	UTI89 phage lysis	human PMI inhibitors
O=C1NCCN(Cc2ccoc2)C1CC(=O)N(CCO)Cc1ccccc1 (stereo not given)	2%	1	0%	-1%	-7.3%	5	682	-4%	1.9%	10%
O=[N+]([O-])c1cccc(Nc2nc(Cl)nc(Cl)n2)c1	1%	0.9	11%	1%	-5.5%	3	694	-69%	0.0%	-68%
O=C(NCCCN1CCc2ccccc2C1)Nc1ccc(Cl)cc1	4%	1.2	4%	18%	-3.1%	.	.	-1%	13%	4%
Cc1ccc(C)c(OCc2nnc(N)s2)c1	0%	1.1	-5%	-10%	-2.5%	.	.	-2%	0.7%	-9%
COc1ccc(Nc2oc(COc3cccc(C)c3)nc2C#N)cc1	0%	1.1	7%	-10%	-6.4%	5	699	18%	1.7%	12%
COc1cccc(CC(=O)n2nc(N)c3cc4ccc(OC)cc4nc32)c1	4%	1.4	2%	-9%	-0.8%	.	.	0%	-0.9%	-1%
CC(C(=O)N(C1CC1)C1(C(=O)Nc2ccccc2)CCCC1)N1C(=O)c2ccccc2C1=O (stereo not given)	-5%	1.1	18%	1%	-4.7%	.	.	11%	0.1%	39%
CCOc1ccc(CN2CCN(Cc3cccc4c3OCO4)CC2CCO)cc1 (stereo not given)	-1%	1.1	10%	3%	-3.6%	-20	699	3%	-0.2%	9%
COc1ccc(C(=O)NC2(C(F)(F)F)C(=O)Nc3c2c(=O)[nH]c(=O)n3CCc2ccc(OC)c(OC)c2)cc1 (stereo not given)	-3%	1	11%	22%	-7.2%	.	.	6%	0.1%	10%
COC(=O)c1sccc1NC(=O)Cn1nnc(-c2ccccc2C)n1	0%	1.2	-6%	-8%	-5.1%	-8	705	0%	-0.2%	2%

# Screening results: PubChem, several laboratories
